PAD4 inh = PAD4 (human) enzyme inhibition; Q9UM07; recombinant PAD4, RCA probe fluorescence polarization; inhibition, % at 6.36 µM; hit rate 0.41% among 330,000; AID 485272;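 active = percent inhibition above a cutoff equal to the mean of all tested compounds plus 3 SD, cut at about 15% in these data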;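 note: 0% = PAD4 with RCA probe and DMSO and 100% = probe without PAD4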
PME-1 primary = blocks human protein phosphatase methylesterase 1. Q9Y570. inhibition, % at 5.9 µM. hit rate 0.53% among 320,000. AID 2130. recombinant PME-1, FP-Rh probe fluorescence polarization;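 active = inhibition above the campaign mean of all compounds plus 3 SD, cut at about 26% in these data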;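 note: competitive labeling of PME-1 active site by serine hydrolase directed probe; 0% = PME-1 with DMSO and 100% = wells lacking PME-1 enzyme; inhibitors block probe labeling so polarization falls and inhibition rises; many of its hits are not listed in these tables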
PAFAH1B3 FP inh = inhibitors of human PAFAH1B3 | recombinant PAFAH1B3, FP-rhodamine probe, fluorescence polarization | inhibition, % at 3.39 µM | hit rate 0.28% among 340,000 | AID 492972;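 active = inhibition above the screen-wide average of all tested compounds plus 3 SD, cut at about 25% in these data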;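 note: 0% = enzyme with DMSO only and 100% = wells lacking PAFAH1B3 protein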
Target sequence (Q15102 whole entry, looked up): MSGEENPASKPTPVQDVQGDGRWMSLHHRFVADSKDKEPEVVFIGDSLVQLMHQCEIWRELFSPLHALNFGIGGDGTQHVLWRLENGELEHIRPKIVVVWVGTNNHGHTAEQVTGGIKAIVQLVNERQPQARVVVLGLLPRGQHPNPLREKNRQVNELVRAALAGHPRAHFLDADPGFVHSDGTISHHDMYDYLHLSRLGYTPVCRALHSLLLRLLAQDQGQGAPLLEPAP
pPAFAH FP inh = pPAFAH (human) enzyme inhibition; recombinant pPAFAH, FP-rhodamine probe fluorescence polarization; inhibition, % at 3.39 µM; Q13093; AID 463082; hit rate 1.5% among 330,000;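 active = inhibition above the mean inhibition across the screen plus 3 SD, cut at about 25% in these data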;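 note: inhibitors block binding of the rhodamine activity-based probe so polarization drops; 0% = enzyme with DMSO and 100% = wells lacking pPAFAH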
Target sequence (Q13093 whole entry, looked up): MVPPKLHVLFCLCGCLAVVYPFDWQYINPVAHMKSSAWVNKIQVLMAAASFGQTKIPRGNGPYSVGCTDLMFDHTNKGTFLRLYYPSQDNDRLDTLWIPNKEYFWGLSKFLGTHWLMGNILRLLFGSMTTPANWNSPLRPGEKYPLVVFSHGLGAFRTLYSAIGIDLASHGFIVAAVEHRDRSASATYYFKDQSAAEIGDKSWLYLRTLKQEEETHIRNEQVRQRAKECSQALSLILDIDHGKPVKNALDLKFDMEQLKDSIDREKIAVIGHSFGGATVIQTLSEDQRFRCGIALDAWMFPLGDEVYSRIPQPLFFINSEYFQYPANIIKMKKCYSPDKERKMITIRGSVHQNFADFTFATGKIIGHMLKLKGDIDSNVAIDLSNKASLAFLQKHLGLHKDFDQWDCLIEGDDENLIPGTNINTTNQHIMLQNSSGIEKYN
PAFAH2 FP inh = inhibitors of human PAFAH2. Q99487. recombinant PAFAH2, FP-rhodamine activity probe, fluorescence polarization. inhibition, % at 3.39 µM. hit rate 0.99% among 340,000. AID 492956;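 active = inhibition above the mean over all tested compounds plus 3 SD, cut at about 30% in these data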;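 note: inhibitors block probe labeling of enzyme so polarization drops; 0% = enzyme with DMSO and 100% = wells lacking PAFAH2 protein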
GSTO1 inh = counter-screen for RBBP9 inhibitors: inhibitors of human GSTO1; recombinant GSTO1, activity-based probe fluorescence polarization; inhibition, % at 5.96 µM; hit rate 1.1% among 300,000;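 active = inhibition above the campaign mean inhibition plus 3 SD, cut at about 35% in these data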;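 note: 0% = GSTO1-1 with DMSO and 100% = wells lacking GSTO1-1 enzyme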
Target sequence (P78417 whole entry, looked up): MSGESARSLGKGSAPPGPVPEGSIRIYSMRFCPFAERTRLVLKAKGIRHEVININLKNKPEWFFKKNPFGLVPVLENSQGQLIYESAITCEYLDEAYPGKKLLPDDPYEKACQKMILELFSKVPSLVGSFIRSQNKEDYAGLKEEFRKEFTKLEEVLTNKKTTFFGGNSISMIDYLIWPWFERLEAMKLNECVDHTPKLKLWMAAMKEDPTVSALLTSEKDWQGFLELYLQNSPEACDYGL
Fam108B counter = blocks mouse Fam108B hydrolase in RBBP9 counter-screen | recombinant Fam108B, FP-Rh probe fluorescence polarization | inhibition, % at 9.51 µM | hit rate 0.33% among 300,000;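 active = inhibition above the screen mean inhibition plus 3 SD, computed separately per campaign, cut at about 18% in these data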;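 note: inhibitors lower polarization as less probe binds the enzyme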
PAFAH1B2 inh = inhibitors of human PAFAH1B2; P68402; inhibition, % at 3.39 µM; recombinant PAFAH1B2, FP-rhodamine activity probe, fluorescence polarization; AID 492953; hit rate 1.2% among 340,000;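 active = inhibition above the mean of all tested compounds plus 3 SD, cut at about 24% in these data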;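 note: 0% = enzyme with DMSO and 100% = wells lacking PAFAH1B2; many of its hits are not listed in these tables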
LYPLA1 inh = blocks human lysophospholipase 1, a PME1 counter-screen. O75608. recombinant LYPLA1, FP-Rh probe fluorescence polarization. inhibition, % at 5.9 µM. hit rate 0.16% among 320,000. AID 2174;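 active = inhibition above the mean of all tested compounds plus 3 SD, set per campaign, cut at about 14% in these data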;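 note: inhibitors block serine hydrolase probe labeling of LYPLA1 so polarization falls; 0% = enzyme with DMSO and 100% = wells lacking LYPLA1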
Starred values were filed as active, the others as inactive; x = no result given. Not all compounds are listed (hit frequency here may not be typical).

SMILES	PAD4 inh	PME-1 primary	PAFAH1B3 FP inh	pPAFAH FP inh	PAFAH2 FP inh	GSTO1 inh	Fam108B counter	PAFAH1B2 inh	LYPLA1 inh
COC(=O)c1c(NC(=O)C2(C)Cc3ccccc3C(=O)O2)sc2c1CCCC2 (centres undefined)	-5.1	-7.5	-9.5	-0.8	-0.2	2.9	-4.7	-1.2	-7.5
COc1ccc(C(CC(=O)NCc2ccccc2)Sc2n[nH]c(-c3ccc(Cl)cc3)n2)cc1 (centres undefined)	2.1	-3.8	-1.1	0.0	-6.9	1.4	6.4	0.6	-4.9
CN(C)/C=N/C(=S)Nc1ccc(Cl)cc1	0.1	3.1	4.2	2.0	0.1	-2.7	-1.7	3.8	4.0
CC(=O)c1ccc(S(=O)(=O)NCCCC(=O)N(C)Cc2ccc3c(c2)OCO3)cc1	4.0	-0.3	7.8	5.7	-2.2	x	x	2.9	1.4
COc1cc([N+](=O)[O-])ccc1NC(=O)COC(=O)C=C(C)C	-6.7	-3.5	5.3	-1.8	-1.5	-12.2	0.8	-5.0	3.8
CC(C)CC(=O)c1c[nH]c(C(=O)N2CCN(Cc3ccccc3)CC2)c1	-4.3	1.1	5.7	1.7	-0.7	6.3	1.5	-0.3	3.5
Oc1[nH]c2ccc(Br)cc2c1N=Nc1nn[nH]n1	-3.4	3.8	-3.0	7.3	1.6	-11.7	-1.7	73.3*	-2.8
CCn1c(SCC(=O)Nc2nccs2)nnc1-c1ccccn1	1.8	1.4	12.1	1.2	-1.1	6.5	1.1	3.8	1.0
COc1nc(N=C(N)N)nc2c(C)cccc12	-2.1	4.6	8.8	0.8	6.8	3.9	1.3	7.3	2.9
O=C(Nc1ccc(S(=O)(=O)Nc2ccccn2)cc1)C(F)(F)F	-2.1	-5.1	16.0	0.5	1.6	5.7	-1.8	12.6	-0.8
COc1ccc(Cl)cc1NC(=O)CN(C)C(=O)c1cc(=O)c2ccccc2o1	-2.4	1.7	0.1	1.4	-6.8	x	x	-6.1	5.7
O=C(C1CCCN1S(=O)(=O)c1ccc(Br)cc1)N1CCOCC1 (centres undefined)	-4.0	-1.3	3.7	4.1	8.3	-2.2	2.5	5.0	-0.7
CS(=O)(=O)c1ccc(Cl)c(NC(=O)CSc2nncn2-c2ccccc2)c1	4.8	3.2	0.4	3.9	-0.5	9.7	1.4	-7.9	-4.1
Cc1ccsc1C(=O)NCCc1ccco1	0.7	-0.5	1.2	1.2	2.2	x	x	-1.5	3.0
COc1ccc(CCNC(=O)CSc2ccc(-c3ccncc3)nn2)cc1	1.6	1.6	9.3	2.7	-3.0	6.0	4.0	5.7	4.8
COc1cccc(-n2c(C)cc(/C=C3/C(=N)N4C(=NC3=O)SN=C4S(C)(=O)=O)c2C)c1	-5.2	-5.1	12.2	3.4	-2.6	-44.8	-6.2	-4.7	-6.6
COc1ccc(C(=O)N/N=C/c2cn[nH]c2-c2ccc(OC)cc2OC)cc1	-2.3	-4.5	7.2	-1.0	-8.1	-1.9	-5.8	3.0	-1.3
COC(=O)c1ccc(NC(=O)CSc2nnc(COc3ccccc3)n2C)cc1	0.4	-2.9	-0.6	-2.5	-0.9	-5.1	4.5	0.4	2.9
Cc1ccc(C(=O)NCC(=O)OCC(=O)Nc2ccccc2C#N)s1	-4.9	-5.3	3.6	-0.6	6.4	-9.7	-6.2	1.2	-2.6
Cc1c(C)n(Cc2ccccc2)c2ccc(C(=O)O)cc12	2.3	-3.0	x	-0.1	x	3.2	0.0	x	0.5
O=C(NCC1CCCO1)NC1(C(F)(F)F)Oc2ccccc2O1 (centres undefined)	-4.0	2.1	8.8	5.3	23.3	52.3*	4.5	11.1	1.4
CN1CCN(C(CNC(=O)Nc2ccc(Cl)cc2)c2ccc(F)cc2)CC1 (centres undefined)	0.4	6.2	5.6	1.1	-0.1	5.8	3.7	-0.3	-0.3
Fc1ccccc1COc1ccc(Br)cc1CNCc1cccnc1	-0.8	4.8	1.9	2.1	-1.1	-2.6	-1.3	-0.1	-1.7
CC(=O)c1cn(N(C)c2ncc(C(F)(F)F)cc2Cl)c(=O)[nH]c1=O	-2.4	-1.6	x	-1.4	x	2.6	0.3	x	-0.8
CCCn1c(SCC(=O)Nc2sc(C)c(C)c2C(=O)OCC)nc2c1c(=O)n(C)c(=O)n2C	-3.4	-3.0	2.0	-5.3	9.8	0.2	-3.8	2.5	-1.9
Next part:
SMILES	PAD4 inh	PME-1 primary	PAFAH1B3 FP inh	pPAFAH FP inh	PAFAH2 FP inh	GSTO1 inh	Fam108B counter	PAFAH1B2 inh	LYPLA1 inh
COc1ccc(NC(=O)/C=C/c2ccc(S(=O)(=O)N3CCOCC3)cc2)cc1	3.9	-3.3	4.6	-2.6	1.8	x	x	-0.9	1.9
Cc1ccc2c(c1)NC(c1cccs1)C1=C(CC(C)(C)CC1=O)N2 (centres undefined)	0.2	0.8	1.4	-0.2	1.0	2.9	0.6	3.4	1.7
CCC(=O)Nc1cccc(-c2nnc(SCC(=O)NCc3ccco3)n2C)c1	2.1	-7.0	6.7	4.0	-0.6	-2.4	0.9	2.2	0.7
Cc1cc(C(=O)NNS(=O)(=O)c2cc(C(=O)O)ccc2Cl)c(C)n1-c1ccccc1	-1.3	-6.2	3.9	8.2	5.6	x	x	7.6	1.5
O=C(NCCO)c1cc2cc(Cl)cc(Cl)c2oc1=O	1.7	4.6	-1.5	3.3	-0.7	-2.6	-0.5	0.1	1.2
NC(=O)c1cc([N+](=O)[O-])ccc1N1CCN(Cc2ccccc2)CC1	-4.9	-4.5	7.7	-0.2	3.7	-2.2	0.6	-0.4	3.6
Cn1ccnc1SCC(=O)c1ccc(Br)cc1	6.7	-3.2	6.0	-3.4	-0.3	11.4	-4.9	6.2	0.9
O=C(NCCc1ccc(F)cc1)c1cccc(NC(=O)c2ccccc2)c1	-8.7	-21.4	-1.6	-7.0	2.2	6.8	-19.1	2.0	-13.0
Cc1nc(-c2ccc(S(=O)(=O)N3CCN(C4c5ccccc5-c5ccccc54)CC3)s2)cs1	1.9	-12.7	-1.6	5.8	-3.2	-25.9	-7.3	2.2	-3.7
COc1ccc(Cl)c(Cn2c(NCCCO)nc3c2c(=O)n(C)c(=O)n3C)c1	-0.6	7.8	-8.8	0.5	5.8	1.1	-1.3	-1.5	-2.6
CC(CCc1ccccc1)NC(=O)C(Cc1ccccc1)NS(=O)(=O)c1cccs1 (centres undefined)	4.2	-1.2	2.0	4.9	-9.5	7.2	-2.0	3.7	1.5
CCOC(=O)N1CCN(c2c(N3CC=C(c4ccccc4)CC3)c(=O)c2=O)CC1	-0.8	5.5	-7.3	-7.5	0.7	-1.3	0.1	1.5	0.7
CCc1cccc(NC(=O)CCc2c(C)nn(-c3ccc(N4CCCCC4)nn3)c2C)c1	-4.1	-3.5	-1.0	1.6	4.0	1.8	0.7	3.2	1.8
O=C(NCc1ccncc1)C1CCCN(S(=O)(=O)c2cc(Cl)ccc2Cl)C1 (centres undefined)	1.6	1.6	3.5	4.0	-10.1	5.9	2.5	7.1	-1.2
COC(CNC(=O)c1cnn2c(C)c(Cc3ccccc3)c(C)nc12)OC	-1.6	1.9	11.8	0.0	1.1	-1.8	-2.0	3.3	1.1
CN(C)c1ccc(S(=O)(=O)NCC(=O)OCC(=O)NC(=O)C2CCCCC2)cc1[N+](=O)[O-]	0.7	1.5	13.3	6.1	7.1	x	x	4.9	-1.7
O=C(Nc1cccnc1)c1ccco1	-2.9	4.5	12.1	-2.0	4.7	0.8	5.2	0.2	1.6
Cn1cc([N+](=O)[O-])c(C(=O)n2cccn2)n1	-0.8	-2.2	1.9	-1.8	-3.0	-4.3	-8.2	3.5	1.9
CC(C)NC(=O)Cn1c(SCC(=O)N2c3ccccc3CC2C)nc2ccccc21 (centres undefined)	2.5	2.5	4.0	-3.7	8.1	-0.7	-1.1	3.2	-1.5
Cc1ccc(NC(=O)CCS(=O)(=O)c2cc3[nH]c(=O)c(=O)[nH]c3cc2C)cc1	-0.7	0.5	0.5	4.9	0.5	5.7	-1.0	-1.6	2.1
COc1cc(CCC(=O)N2CCN(c3ccc(N4CCOCC4)nn3)CC2)cc(OC)c1OC	1.4	1.0	x	-6.3	x	0.3	0.1	x	3.7
COc1cc(OC)c(/C=N/NC(=O)c2ccncc2)c(OC)c1	-2.7	1.0	-2.0	5.2	0.7	3.0	-2.1	8.9	-1.4
CCCCNC(=O)CSc1nc(O)cc(=O)n1C1CCCC1	4.8	-6.6	-8.6	1.4	-0.4	12.9	4.7	3.4	5.8
CCn1c(C)[n+](CC)c2ccc(C(=O)N(C)c3ccccc3)cc21	-3.6	0.1	5.3	0.1	10.7	2.9	2.4	0.7	0.9
CCc1cccc2c(C=C(C#N)C#N)cn(CC(=O)N3CCCC3)c12	-3.5	2.9	0.9	0.2	-4.8	-5.2	-2.7	0.2	-0.5
Remaining list, next part
SMILES	PAD4 inh	PME-1 primary	PAFAH1B3 FP inh	pPAFAH FP inh	PAFAH2 FP inh	GSTO1 inh	Fam108B counter	PAFAH1B2 inh	LYPLA1 inh
COc1ccc2oc(=N)c(C(=O)Nc3ccc(F)cc3)cc2c1	0.8	0.7	-2.5	1.8	-3.7	5.6	0.7	2.6	-0.7
S=C1NCCOCCOCCOCCNC(=S)N2CCOCCOCCN1CCOCCOCC2	-6.8	1.7	3.5	2.6	5.9	2.6	-2.4	2.2	2.4
O=C(N/N=C/C=C\c1ccccc1[N+](=O)[O-])c1ccco1	-6.2	-2.2	-4.7	2.3	8.0	2.4	4.0	5.5	1.7
CC(C)(C)c1ccc(C(=O)OCCN2CCCCC2)cc1	-0.6	-2.1	4.1	5.7	-0.5	-0.2	-4.2	2.7	1.7
Nc1ncccc1C(=O)OCC(=O)NC1CCCCCC1	-3.3	0.2	9.4	6.5	41.8*	x	x	5.1	-3.6
CC(c1n[nH]c(=S)n1-c1ccc(Cl)cc1)N(C)C (centres undefined)	-1.4	1.3	5.2	-1.1	1.5	-2.2	-3.3	10.1	1.4
COc1ccc(Nc2c(-c3ccco3)nc3ccc(C)cn23)cc1	2.0	1.4	4.6	4.5	2.9	17.9	0.4	1.0	3.3
Clc1ccc(OCCn2ccnc2)cc1Cl	-5.6	-0.6	2.9	-1.1	0.1	-5.0	4.5	1.1	3.7
Cn1c2ccccc2c2cc(/C=N/NC(=O)c3cc(O)ccc3O)ccc21	1.8	50.3*	59.1*	57.4*	23.6	82.2*	45.6*	30.3*	-7.3
O=C(NCc1ccco1)C1CC(c2ccc(Cl)c(Cl)c2)=NO1 (centres undefined)	3.5	-7.8	9.7	5.6	-1.8	2.6	-2.6	-2.9	-0.7
CCCCOC(=O)c1ccc(NC(=O)Nc2ccc(OC)c(OC)c2)cc1	0.3	39.8*	14.7	21.5	-23.7	-49.8	13.6	2.5	-10.8
Cc1ccc(N=CC2=C(O)CC(c3ccccc3Cl)CC2=O)cc1 (centres undefined)	1.4	3.9	x	2.3	x	1.0	-0.6	x	1.0
CCC(=O)N1CCc2cc(S(=O)(=O)NCCC(=O)Nc3ccc(OC)cc3)ccc21	0.6	1.4	9.6	-0.5	-1.3	2.0	-1.0	4.6	-3.8
O=C(CC1C(=O)NCCN1Cc1cccc(F)c1)NCCCN1CCCC1=O (centres undefined)	-1.9	-0.9	6.9	-3.3	-2.4	3.4	-3.9	7.4	3.5
Cc1ccc(NC(=O)c2cccc(F)c2)cc1S(=O)(=O)N1CCCCCC1	-3.8	-6.2	5.4	-1.6	2.6	-9.7	-7.2	0.1	-11.3

Source: PubChem BioAssay
